PGE2 EP2 inh – blocks the human prostaglandin E2 receptor EP2; P43116; C6 glioma cells expressing human EP2, cAMP TR-FRET; cells stimulated with saturating PGE2; inhibition, % at 25 µM; 0.52% of 260,000 active;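 active = percent inhibition above 40 after rounding to a whole number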;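 note: rat C6 glioma host cells with rolipram phosphodiesterase inhibitor present; the protocol text gives 20 µM as final concentration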
Target sequence (P43116 whole entry, looked up): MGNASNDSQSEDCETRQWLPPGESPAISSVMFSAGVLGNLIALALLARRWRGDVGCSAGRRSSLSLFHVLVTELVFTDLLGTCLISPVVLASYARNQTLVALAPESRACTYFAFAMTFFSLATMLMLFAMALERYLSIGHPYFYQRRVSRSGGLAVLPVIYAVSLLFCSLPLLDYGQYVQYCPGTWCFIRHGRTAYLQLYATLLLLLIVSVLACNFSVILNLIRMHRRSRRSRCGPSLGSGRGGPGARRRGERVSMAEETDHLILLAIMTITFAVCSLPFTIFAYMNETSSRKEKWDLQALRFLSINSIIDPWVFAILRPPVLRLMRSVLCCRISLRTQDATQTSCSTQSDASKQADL
EP2 mod – modulators of human EP2 prostaglandin E2 receptor; EP2-expressing cells, cAMP HTRF FRET, PGE2 co-stimulation; induction, % at 25 µM; 0.83% of 260,000 active; P43116;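 active = compounds whose cAMP rise, as percent of the full-agonist control response, exceeds 60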;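 note: rat C6 glioma line stably carrying human EP2 under a CMV promoter; the protocol text gives 20 µM as final concentration; 100% = response of wells given 1 µM PGE2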
Active calls of the source: *.

SMILES	PGE2 EP2 inh	EP2 mod
O=c1oc2cc(N=Cc3ccc4c(c3)OCO4)ccc2c2ccccc12	13	-28
CC(C)(C)NC(=O)C(c1ccco1)N(C(=O)c1csnn1)c1ccccc1Cl (centres undefined)	17	29
OCC#CCSc1nnc(-c2cccc3ccccc23)o1	13	-36
CS(=O)(=O)CCCCN=C=S	10	16
CC1NC(=O)c2cc(N)ccc2NC1=O (centres undefined)	13	-16
CC1Oc2nc3ccccc3cc2CN(Cc2ccc3c(c2)OCO3)C1=O (centres undefined)	5	-94
CCCn1c(N2CCN(CC(=O)Nc3ccc(C(C)=O)cc3)CC2)nc2ccccc21	7	-19
CC(C)c1nc2ccccc2n1C(C)C(=O)O (centres undefined)	10	0
CCOC(=O)CNC(=O)C1CCN(c2nc3ccccc3n2CC)CC1	6	-27
CCCC(C)NC(=O)C1CCN(S(=O)(=O)c2cc(OC)ccc2OC)CC1 (centres undefined)	7	-13
CCn1c(SCC(=O)Nc2cccc(NC(=O)c3ccc(C)cc3)c2)nnc1-c1cccnc1	7	-8
Cc1ccc(NCCC(=O)c2ccco2)cc1	11	-57
Cc1cc(C)c2c(NCc3cccs3)n[nH]c2n1	8	-28
CCN1CCC(CCc2ccc(NC(=O)C3CC(=O)N(C)C3)cc2)C(C)C1 (centres undefined)	7	-32
COc1cccc(C(=O)NC2CCS(=O)(=O)C2)c1 (centres undefined)	7	19
CN(CCO)c1c2c(nc3cc(-c4cccc(Cl)c4)nn13)CCCC2	13	-31
COc1ccccc1C1(NC(=O)c2c(C)noc2C)CCCC1	3	14
O=c1[nH]c2cc3c(cc2cc1C(c1nnnn1C1CCCCC1)N1CCCCCC1)OCO3 (centres undefined)	2	1
Cc1sc(NC(=O)c2ccccc2Cl)c(C#N)c1C	27	-34
COc1ccc(OCC(=O)Nc2cc(-c3nc4ccccc4s3)ccc2Cl)cc1	9	-33
Cc1ccc(NC(=O)CS(=O)CC(=O)Nc2ccc3c(c2)OCCO3)cc1Cl (centres undefined)	11	-46
COc1cc(C2/C(=C(/O)c3ccc(C)cc3)C(=O)C(=O)N2CCCN2CCOCC2)ccc1O (centres undefined)	15	-19
CCc1ccccc1N(CC(=O)Nc1cccnc1)S(C)(=O)=O	2	-11
COCCN1C(=O)C(=O)/C(=C(\O)c2ccc(OC)cc2C)C1c1ccc(OC)c(OC)c1 (centres undefined)	6	-4
O=C(Cn1cnc2ccccc21)NCCc1nc(-c2cccnc2)n[nH]1	5	-25
Cc1ccc2c(c1)-c1cc(C)nn1C(c1ccc(F)cc1)N2 (centres undefined)	7	0
CC(C(=O)Nc1cccc2c1CCCC2)n1nc(-c2cccs2)cc(N)c1=O (centres undefined)	2	-6
FC(F)(F)c1ccc(-c2noc(CN3CCCCC3CN3CCOCC3)n2)cc1 (centres undefined)	6	6
COc1ccc(NCc2nnc(SCC(=O)Nc3ccc(Br)cc3)n2C)cc1	5	-12
COc1ccc2oc(=O)c(C(=O)N(C)C3CCCCC3)cc2c1	12	-5
COc1ccc2c(c1)CCC1C2CC[C@@]2(C)C1CC[C@@H]2NCCCCCCN1C(=O)C=CC1=O (some centres undefined)	13	29
O=C1[C@@H]2[C@H](C(=O)N1CN1CCOCC1)[C@H]1[C@@H]3C=C[C@@H]([C@@H]4C(=O)N(CN5CCOCC5)C(=O)[C@@H]34)[C@@H]21	38	-11
COc1ccc(OC)c(C2C(C(C)=O)=C(O)C(=O)N2CC#N)c1 (centres undefined)	8	11
Cc1ccc(S(=O)(=O)NCC(=O)N2CCOCCOCCOCCOCCOCC2)cc1	7	-23
CCC(=O)N(Cc1cc2cc(C)c(C)cc2n2nnnc12)CC1CCCO1 (centres undefined)	12	7
CN(Cc1cc(Br)cc(Br)c1O)Cc1c(O)ccc2ccccc12	35	62*
Cc1ccc(CN(Cc2cc3ccc(C)cc3[nH]c2=O)C(c2nnnn2C2CCCCC2)C(C)C)cc1 (centres undefined)	9	56
CC(NC(=O)C1(c2ccc(F)cc2)CCCC1)c1nc(-c2cccnc2)n[nH]1 (centres undefined)	6	-12
Cc1cc(C)c2cc3c(nc2c1)OCC(=O)N(Cc1ccco1)C3	7	-32
CCc1ccc2[nH]c(=O)c(CN(Cc3cccs3)C(=O)Nc3cccc(Cl)c3)cc2c1	8	-35
O=C(Nc1ccc2nc(C3CC3)n(Cc3ccccc3)c(=O)c2c1)c1cccnc1	8	-59
CCC(C)(C)NC(=O)C(c1sccc1C)N(C(=O)c1csnn1)c1ccc(C)cc1 (centres undefined)	8	27
COc1ccc(CN(Cc2cnc[nH]2)CC2CCCO2)c(OC)c1 (centres undefined)	3	10
Cc1cc2cc(NS(=O)(=O)c3ccc4c(c3)CCC(=O)N4)ccc2o1	5	-83
COc1ccc(C(O)CN2CCC3(CC2)CC(O)c2cc(OC)ccc2O3)cc1 (centres undefined)	6	-32
Cc1onc(-c2ccncc2)c1C(=O)N(C)Cc1cccc2ncccc12	9	9
CC(C)C(=O)NC(c1ccc(N(C)C)cc1)c1cc(Cl)c2cccnc2c1O (centres undefined)	24	-3
CC(C)C(=O)N1CCCc2cc(C(O)CN3CCc4ccccc4C3)ccc21 (centres undefined)	7	-27
Cc1c(NC(=O)CCC(=O)NCCO)c(=O)n(-c2ccccc2)n1C	4	14
Cc1ccc(CN(CCCN2CCOCC2)Cc2cnc(C(C)C)nc2)o1	5	-11
N#Cc1sc2nc(-c3ccncc3)cc(C(F)(F)F)c2c1N	8	7
O=C(NCCNCc1ccco1)c1ccccc1	7	15
COc1ccc2nc(SCC(=O)Nc3ccc(N4CCOCC4)cc3)c(C#N)cc2c1	15	-28
COc1ccc(C2(NC(=O)Cn3ncn4c(cc5ccsc54)c3=O)CCCC2)cc1	6	-9
Cc1ccc2oc(C(=O)N[C@@H](C)Cn3nnc4ccccc43)cc(=O)c2c1	5	-25
CCn1c2ccccc2c2cc(CN3CCc4nc(C)[nH]c(=O)c4C3)ccc21	3	-9
CC(C)(O)CC[C@@H](O)[C@](C)(O)C1CC[C@@]2(O)C3=CC(=O)C4C[C@@H](O)[C@@H](O)C[C@]4(C)C3CC[C@]12C (some centres undefined)	7	8
COc1ccc(S(=O)(=O)N(CCO)Cc2cc3cc4c(cc3[nH]c2=O)OCCO4)cc1	9	-17
CCOC(=O)c1sc2nc3ccc(C)cc3cc2c1N	11	-6
COc1ccc(NC(=O)c2ccco2)cc1NC(=O)COc1ccccc1	8	10

(more compounds)
SMILES	PGE2 EP2 inh	EP2 mod
CCn1c(=O)c(C(=O)NNC(=O)COc2ccccc2)c(O)c2ccccc21	8	7
O=C(O)[C@H]1CCCC[C@@H]1c1c2ccc(=O)c(O)c-2oc2c(O)c(O)ccc12	42*	-17
Cc1csc(NC(=O)CSc2nnc(Cc3ccccc3)n2C)n1	7	-16
O=C(CSc1nnc(-c2ccco2)n1Cc1ccco1)Nc1ccccc1F	13	11
COc1ccc(NC(=O)C2CCN(c3nccc(C)n3)CC2)c(OC)c1	2	-12
COc1ccc(OC)c(C(=O)CSc2nnc(C)c(=O)[nH]2)c1	7	16
COCCN(C(=O)c1ccc(Cl)cc1)c1nnc(-c2cccnc2)s1	12	-2
Cc1sc2nc(C(C)C)n3c(SCC(=O)N4CCCC4)nnc3c2c1C	6	-20
COc1ccc(-c2c(O)c3c(OC)c4c(cc3oc2=O)OC(C)(C)CC4)cc1	9	11
Cc1ccnc(-n2cccc2CN(CCCn2ccnc2)Cc2ccc(C)o2)c1	13	15
Cc1nc2c(oc3ccc(Cl)cc32)c(=O)o1	17	-53
Cc1ccc(C)c(N(CC(=O)NC2CCCC2)C(=O)CCC(=O)Nc2cc(C)on2)c1	8	26
COCCNC(=O)c1cnn2c1NC(c1cccc(OC)c1)CC2C(F)(F)F (centres undefined)	14	10
CC(=O)Nc1ccc(S(=O)(=O)NCCSc2nnc3c(n2)[nH]c2c(C)ccc(C)c23)cc1	13	-28
Cc1ccc2[nH]c(=O)c(CN(CCO)S(=O)(=O)c3ccc(Cl)cc3)cc2c1	17	-41

Compounds from the list above that have two or more sulfur atoms (5):
SMILES	PGE2 EP2 inh	EP2 mod
CS(=O)(=O)CCCCN=C=S	10	16
CCC(C)(C)NC(=O)C(c1sccc1C)N(C(=O)c1csnn1)c1ccc(C)cc1 (centres undefined)	8	27
Cc1csc(NC(=O)CSc2nnc(Cc3ccccc3)n2C)n1	7	-16
Cc1sc2nc(C(C)C)n3c(SCC(=O)N4CCCC4)nnc3c2c1C	6	-20
CC(=O)Nc1ccc(S(=O)(=O)NCCSc2nnc3c(n2)[nH]c2c(C)ccc(C)c23)cc1	13	-28

Going on with the list:
SMILES	PGE2 EP2 inh	EP2 mod
Cc1nc2cc(C(F)(F)F)ccc2n1C1CCN(C(=O)c2ccccc2Br)CC1	7	17
Cc1nn(-c2ccccc2)c2[nH]c(=O)c(CNCCS(=O)(=O)N3CCCC3)cc12	9	-19
OCc1nnc2n1CCN(Cc1ccccc1N1CCCC1)C2	6	-4
COc1ccc(OCC(=O)Nc2ccc(N3CCN(C(=O)C(C)C)CC3)cc2)cc1	24	-7
COc1ccc2[nH]c(=O)c(CN(CCc3ccccc3)C(c3nnnn3C(C)(C)C)C(C)C)cc2c1 (centres undefined)	6	15
CCC(c1nnnn1Cc1ccco1)N(Cc1cc2cc(C)cc(C)c2[nH]c1=O)C1CCCC1 (centres undefined)	14	32
COC(=O)[C@H]1CCc2ccccc2N1C(=O)c1cc(F)cc(F)c1	7	33
O=C(CN1CCC(c2ccncc2)CC1)NCc1ccc2c(c1)OCO2	8	-44
O=C(NC1CCN(Cc2nnnn2CCc2ccccc2)CC1)C1CCCCC1	5	11
O[C@@H](c1cc(-c2ccccc2)nc2c1ccc1ccccc12)[C@@H]1CCCCN1	84*	-11
O=C(CCN1Cc2ccccc2C1=O)NCCN1CCc2ccccc21	9	-81
Cc1nn(CC(=O)NC2CCN(c3nc(C)c(C)c(=O)[nH]3)CC2)c(C)c1C	7	-15
CC(=O)c1ccc(NC(=O)CSc2nc3cc(C)cc(C)c3cc2C#N)cc1	28	60
COC(=O)c1ccc(C)c(NS(=O)(=O)c2cccs2)c1	15	10
c1cncc(-c2n[nH]c(C3CCCNC3)n2)c1 (centres undefined)	12	-13

Pulled by structure from above (5):
SMILES	PGE2 EP2 inh	EP2 mod
Cc1cc2cc(NS(=O)(=O)c3ccc4c(c3)CCC(=O)N4)ccc2o1	5	-83
CCCn1c(N2CCN(CC(=O)Nc3ccc(C(C)=O)cc3)CC2)nc2ccccc21	7	-19
COc1ccc(C2(NC(=O)Cn3ncn4c(cc5ccsc54)c3=O)CCCC2)cc1	6	-9
COc1ccc(NC(=O)C2CCN(c3nccc(C)n3)CC2)c(OC)c1	2	-12
CS(=O)(=O)CCCCN=C=S	10	16

Full records as entered above. Values in the order: PGE2 EP2 inh | EP2 mod
O=C(NC1CCN(Cc2nnnn2CCc2ccccc2)CC1)C1CCCCC1 is listed as 5 | 11
OCc1nnc2n1CCN(Cc1ccccc1N1CCCC1)C2 is listed as 6 | -4
Cc1nn(CC(=O)NC2CCN(c3nc(C)c(C)c(=O)[nH]3)CC2)c(C)c1C is listed as 7 | -15
O=C(CCN1Cc2ccccc2C1=O)NCCN1CCc2ccccc21 is listed as 9 | -81
Cc1nc2cc(C(F)(F)F)ccc2n1C1CCN(C(=O)c2ccccc2Br)CC1 is listed as 7 | 17

(more compounds)
SMILES	PGE2 EP2 inh	EP2 mod
COc1cc(C(=O)Nc2nnc(Cc3ccc(Cl)cc3)s2)cc(OC)c1OC	8	-12
CCC(CN1CCOCC1)NC(=O)Cc1sc(C)nc1-c1ccc(Cl)cc1 (centres undefined)	9	1
CCCN(CCC)S(=O)(=O)c1ccc(C(=O)NCc2ccco2)cc1	11	-27
COc1cc(OC)c(C2NC(=O)NC(C)=C2C(=O)Nc2ccc(C)cc2)cc1OC (centres undefined)	8	13
CCOc1ccc(-n2nnnc2SCC(=O)Nc2ccccc2Cl)cc1	13	-79
COc1ccc(Cl)cc1NC(=O)CSc1nnc(CNc2ccc(F)cc2)n1C	3	-21
Cc1ccc(-c2cc(-n3cnc4c(-c5ccc(C)cc5)nsc4c3=O)n[nH]2)cc1	16	-24
CCC(C)NC(=O)CSc1nc(-c2ccc(OC)cc2)cc(C(F)(F)F)n1 (centres undefined)	24	-100
OC1C[C@H]2CC[C@@H](C1)N2CCCN1c2ccccc2Sc2ccc(Cl)cc21 (some centres undefined)	47*	-16
CCOC(=O)c1sc(NC(=O)COc2cc(Cl)ccc2Cl)c(C#N)c1C	11	-7
CCCc1c(O)nc(SCC(=O)NC(C)c2ccccc2)[nH]c1=O (centres undefined)	14	4
CCCc1nnc(SCC(=O)NC(C)C)n1C	9	-17
CC(=O)N(Cc1cccs1)Cc1cc2cc(C)ccc2n2nnnc12	14	-8
COc1ccc2cc(CN(Cc3cccs3)C(=O)c3ccc(F)cc3)c(=O)[nH]c2c1	11	-16
COc1ccc(N2CCN(C(=O)CSc3nnc4c5c6c(sc5ncn34)CCCC6)CC2)cc1	10	19
CCOC(=O)C1C2C=CC3(CN(c4ccc(Cl)cc4)C(=O)C13)O2 (centres undefined)	11	-36
c1ccc2[nH]c(C3CCCN3)nc2c1 (centres undefined)	3	-27
O=C(Nc1ccccc1)Nc1ccccc1	6	-10
NNC(=O)CSc1ncnc2nc[nH]c12	6	15
C=NC(C(=O)NC1C(=O)N2C1SC(C)(C)C2C(=O)O)c1ccccc1 (centres undefined)	11	26
COc1cccc(NC(=O)c2ccc(-c3csc(C)n3)cc2)c1	11	-65
Cc1nc2ccc(S(=O)(=O)O)cc2[nH]1	14	13

The list is partial; the hit share may differ from the screen's.
